Pin1 inhibitor: qHTS Assay to Find Inhibitors of Pin1; Peptidyl-prolyl cis-trans isomerase NIMA-interacting 1 (Homo sapiens), Q13526; Pin1 FP peptide displacement, HiFluor488, 10 min; Potency, µM (doses to about 115 µM), for the others: at the highest dose activity, negative = inhibition, hits mostly inhibitors; actives 0.009% (n = 390,000); active means well fitted inhibition curve with a large enough effect in the polarisation, with a control signal flat, not every such curve was filed as active; inconclusive means small, poorly fitted or top-dose-only effect, or effect the other way, or a change in a side signal; inactive means no such curve, though single readings can be large or run the other way; the % refers to the polarisation; further: potency means the concentration at half of the fitted maximal effect; on the % scale 0 is the no-effect control and ±100 the full control effect
Target sequence (Q13526 whole entry, looked up): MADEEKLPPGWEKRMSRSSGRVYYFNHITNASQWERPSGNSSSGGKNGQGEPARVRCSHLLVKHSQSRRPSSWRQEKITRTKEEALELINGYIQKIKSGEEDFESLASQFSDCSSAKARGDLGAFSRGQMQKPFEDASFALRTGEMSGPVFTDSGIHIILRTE
PGK inhibitor: qHTS Assay to Find Inhibitors of Phosphoglycerate Kinase; actives 0.043% (n = 380,000); Phosphoglycerate kinase, glycosomal (Trypanosoma brucei brucei), P07378; PGK/GAPDH coupled, Kinase-Glo luminescence, 60 min; Potency, µM (highest dose often 57.5 µM), without a hit: at the highest dose activity change, negative = inhibition, most hits filed as inhibitors; further: potency means the concentration at half of the fitted maximal effect; on the % scale 0 is the no-effect control and ±100 the full control effect; nearly all actives have a fitted effect of over 60% in size
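Luminescent ATP detection (Kinase-Glo Plus) follows a 60-minute room-temperature incubation, with wells lacking PGK as controls. Buffer: 100 mM TEA (pH 7.6), 5 mM MgCl2, 0.01% Tween-20. Coupling enzyme GAPDH (100 nM final) supplies unstable 1,3-BPG in-well.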
USP1 inh: Inhibitors of USP1/UAF1: Primary Screen; Ubiquitin carboxyl-terminal hydrolase 1 (Homo sapiens), O94782; recombinant USP1/UAF1, Ub-Rhodamine cleavage fluorescence; Potency, µM (titrated, usually from 57.1 µM), for the others: at the top dose activity change, negative = inhibition, actives largely listed as inhibitors; actives 0.23% (n = 390,000); AID 743255, 2014; further: potency means the concentration at half of the fitted maximal effect; on the % scale 0 is the no-effect control and ±100 the full control effect; nearly all actives have a fitted effect of over 60% in size; inactives centre near -12
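Step one: compound is pinned into 1nM USP1/UAF1 in HEPES pH 7.8 buffer with TCEP. Step two: 15 min room-temperature incubation. Step three: Ub-Rho (150nM final) starts cleavage, tracked by fluorescence over six one-minute reads.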
TrxR1 inh: qHTS Assay for Inhibitors of Mammalian Selenoprotein Thioredoxin Reductase 1 (TrxR1): qHTS. actives 1% (n = 390,000). recombinant rTrxR1, NADPH fluorescence consumption, selenite substrate. AID 588453, 2011. Potency, µM (titrated, usually from 114 µM), for inactives: at the highest dose activity change, negative = inhibition, usual class: inhibitors. Thioredoxin reductase 1, cytoplasmic (Rattus norvegicus), O89049; further: potency means the concentration at half of the fitted maximal effect; on the % scale 0 is the no-effect control and ±100 the full control effect; nearly all actives have a fitted effect of over 65% in size
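Rat TrxR1 (90 nM in the dispensed reagent) was pre-reduced with 400 uM NADPH for 5 min at room temperature, then incubated with compound for 15 min. After 400 uM selenite was added, NADPH fluorescence (Ex 340/Em 450 nm) was followed for 8 min.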
IDH1 R132H inh: qHTS for Inhibitors of mutant isocitrate dehydrogenase 1 (IDH1): qHTS; IDH1-R132H enzyme, NADPH consumption, diaphorase/resazurin fluorescence; actives 0.093% (n = 390,000); AID 602179, 2012; Potency, µM (titrated, usually from 76.6 µM), for inactives: top-dose activity change, negative = inhibition, usual class: inhibitors; further: potency means the concentration at half of the fitted maximal effect; on the % scale 0 is the no-effect control and ±100 the full control effect; nearly all actives have a fitted effect of over 65% in size
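IDH1-R132H (0.5 ug/mL) preincubated 30 min with compound, then NADPH (0.016 mM) and alpha-KG (2 mM) added; 80 min at RT, pH 7.5. Remaining NADPH coupled via diaphorase/resazurin to fluorescence (540/590 nm); concentration-response curves normalized to no-enzyme control.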
PI4K2A block: qHTS for small molecular inhibitors of PI4K2A. purified PI4K2A, ADP-Glo luminescence, 1 h; hits give low values. actives 0.13% (n = 420,000). activity change, negative = inhibition, % at 76.9 µM. AID 1346378, 2018. Phosphatidylinositol 4-kinase type 2-alpha (Homo sapiens), Q9BTU6; in the data active means activity change below about -50%; inconclusive means mostly about -30% to -49%;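 further: -100% = wells without enzyme as full effect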
Target sequence (Q9BTU6 whole entry, looked up): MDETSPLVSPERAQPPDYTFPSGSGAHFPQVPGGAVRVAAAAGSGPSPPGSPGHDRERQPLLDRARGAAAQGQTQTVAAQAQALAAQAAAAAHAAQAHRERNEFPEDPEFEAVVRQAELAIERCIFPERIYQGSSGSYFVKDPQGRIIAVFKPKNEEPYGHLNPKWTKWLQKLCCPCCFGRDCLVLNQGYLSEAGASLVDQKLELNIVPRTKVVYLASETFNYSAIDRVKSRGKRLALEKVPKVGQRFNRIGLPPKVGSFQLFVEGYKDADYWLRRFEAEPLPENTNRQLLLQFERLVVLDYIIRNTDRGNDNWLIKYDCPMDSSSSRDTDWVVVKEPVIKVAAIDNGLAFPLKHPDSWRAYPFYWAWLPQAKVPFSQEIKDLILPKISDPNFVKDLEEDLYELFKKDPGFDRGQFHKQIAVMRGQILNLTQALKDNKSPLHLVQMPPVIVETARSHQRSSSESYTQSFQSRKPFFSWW
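In this quantitative HTS, ADP production by PI4K2A was quantified luminescently after 1 h at ambient temperature; 100 microM adenosine served as plate-quality control.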
TrxR1 substrate: qHTS Assay for Substrates of Mammalian Selenoprotein Thioredoxin Reductase 1 (TrxR1): qHTS | Thioredoxin reductase 1, cytoplasmic (Rattus norvegicus), O89049 | purified TrxR1 substrate turnover, NADPH consumption readout | Potency, µM (top dose mostly 114 µM), for inactives: at the highest dose activity change, negative = substrate turnover | actives 0.01% (n = 390,000); further: potency means the concentration at half of the fitted maximal effect; on the % scale 0 is the no-effect control and ±100 the full control effect; nearly all actives have a fitted effect of over 50% in size
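Rat TrxR1, dispensed at 90 nM, was prereduced with 400 uM NADPH (final) for 5 min at ~22 deg C, then incubated with compound 15 min before 400 uM selenite. A first-read NADPH fluorescence drop versus no-compound background flagged substrates.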
HP1b binding inh: HTS for Inhibitors of HP1-beta Chromodomain Interactions with Methylated Histone Tails; AlphaScreen HP1-beta / biotin-H3K9me3 peptide binding; Potency, µM (top dose mostly 114 µM), without a hit: top-dose activity change, negative = inhibition, most hits filed as inhibitors; actives 0.56% (n = 390,000); further: potency means the concentration at half of the fitted maximal effect; nearly all actives have a fitted effect of over 70% in size; inactives centre near 23
Target sequence (P83916 whole entry, looked up): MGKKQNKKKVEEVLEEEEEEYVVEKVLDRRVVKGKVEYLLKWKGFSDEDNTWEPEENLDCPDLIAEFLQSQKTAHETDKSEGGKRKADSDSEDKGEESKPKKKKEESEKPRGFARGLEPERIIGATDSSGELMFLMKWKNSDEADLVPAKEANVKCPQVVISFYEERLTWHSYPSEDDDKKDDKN
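Compound inhibition of the preformed complex between 50 nM HP1-beta and 50 nM biotinylated H3K9me3 peptide was read by AlphaScreen. Buffer was PBS pH 7.4 with 0.01% Tween-20. Incubations ran 30 min at room temperature, with 10 ug/mL donor/acceptor beads.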
GLS inhibitor: qHTS for Inhibitors of Glutaminase (GLS); Glutaminase kidney isoform, mitochondrial (Homo sapiens), O94925; GLS enzymatic activity, qHTS titration; Potency, µM (series often up to 45.5 µM), inactives show top-dose activity change, negative = inhibition, actives largely listed as inhibitors; AID 624170, 2012; actives 0.21% (n = 410,000); further: potency means the concentration at half of the fitted maximal effect; on the % scale 0 is the no-effect control and ±100 the full control effect
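hKGA in 45 mM KH2PO4 (pH 8.2), 0.02% Tween-20 with compound, then 1mM L-Glutamine (stock as added) plus glutamate oxidase/HRP/Amplex red coupling mix. Fluorescence read initially and after 30 min at RT; signal change reflects glutamate formation.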
* = called active by the depositor; i = inactive; ? = inconclusive; . = no result given; [ ] = dose if it differs, or a comment. Unless noted, the call rests on the fitted dose curve; in most records, active means well fitted curve in the direction sought with a large enough effect; inconclusive means small, poorly fitted or top-dose-only effect, or another doubt; inactive means no such curve, though single readings can be large; an effect the other way counts as inactive or inconclusive.

SMILES	Pin1 inhibitor	PGK inhibitor	USP1 inh	TrxR1 inh	IDH1 R132H inh	PI4K2A block	TrxR1 substrate	HP1b binding inh	GLS inhibitor
COc1ccc(NC(=O)c2cc(-c3cc(C)cc(C)c3O)n[nH]2)cc1Cl	2.9%	0.5%	?	3.3%	-11.3%	4.9	1.2%	38.5%	.
CC(C)C1=CC(=NS(=O)(=O)c2cccc([N+](=O)[O-])c2)C=C(C(C)C)C1=O	4.2%	i	-25.2%	6.2%[57.1 µM]	8.8%	0.3	6.8%[57.1 µM]	1.1%	15.0%
Cc1ccc(C(CCN)c2ccco2)cc1 (centres undefined)	10.2%	-3.7%	-0.5%	-23.8%	-0.3%	-5.2	2.3%	14.9%	-3.1%
COc1cccc(CCC2C(=O)CCCC2=O)c1	-12.5%	-10.4%	-18.2%	-23.3%	6.6%	4.7	-10.5%	14.6%	-1.4%
Cc1ccc(S(=O)(=O)N2CCN(C)CC2)c2nsnc12	-8.0%	-3.5%	3.1%	-8.7%	0.2%	-3.1	-7.8%	24.3%	6.1%
COc1ccc(NC(=O)CSCC(=O)N(C)Cc2cccc(OC)c2OC)cc1	-0.4%	i	-6.7%	8.9%	6.1%	-0.4	-0.6%	32.0%	0.0%
Cn1c(Cc2ccccc2)nnc1SCc1nc2ccccc2c(=O)[nH]1	2.1%	5.0%	-11.5%	-23.0%	0.0%	-2.9	-14.9%	-5.5%	1.6%
O=C(c1ccco1)N1CCN(C(=O)c2cc3ccccc3oc2=O)CC1	-14.7%	6.6%	5.3%	-9.9%	20.4%	-4.1	-4.5%	22.3%	8.9%
O=C(Nc1ccccc1F)C1CCN(S(=O)(=O)c2cccc3nonc23)CC1	11.3%	-12.3%	-20.2%	15.4%	1.9%	-1.4	-0.2%	7.5%	11.9%
CC(Cc1ccccn1)NC(=O)c1ccc(OC2CCN(CCc3ccccc3)CC2)cc1 (centres undefined)	-3.2%	-5.2%	-0.8%	4.1%	-4.1%	-0.2	-1.8%	-4.8%	0.0%
COc1ccc(S(=O)(=O)Nc2ccc3ccccc3c2)cc1C	5.2%	-4.7%	-18.7%	11.9%	1.0%	2.8	3.4%	33.0%	3.0%
Cc1ccc(NC(=O)c2cnn(C)c2)cc1[N+](=O)[O-]	3.1%	-0.7%	0.8%	11.9%	-0.2%	7.6	6.2%[57.1 µM]	14.2%	0.7%
COc1ccc(N2C(=NC(=O)C3CCCCC3)SC3CS(=O)(=O)CC32)c(OC)c1 (centres undefined)	-1.4%	-8.8%	-15.4%	20.2%[57.1 µM]	7.0%	-1.8	-12.2%[57.1 µM]	5.9%	-0.1%
CC(C)[C@H](NC(=O)C1CCN(C(=O)[C@H](Cc2ccccc2)NC(=O)OC(C)(C)C)CC1)C(=O)O	-8.8%	i	0.8%	5.4%[57.1 µM]	1.2%	2.5	-6.7%	7.2%	-4.4%
CCc1ccc(OCc2cnc(Cl)s2)cc1	-4.7%	i	-13.0%	-2.8%	-9.8%	4.9	-12.8%	203.9%[activator]	-3.3%
COc1ccc(N(Cc2cc3cccc(C)c3[nH]c2=O)C(=O)C2CCCO2)cc1 (centres undefined)	-2.2%	-0.4%	-17.6%	15.3%	-2.8%	0.5	7.5%	9.4%	-3.7%
Cc1ccc(Cl)c(OCC(=O)OCC(=O)c2ccc[nH]2)c1	-4.0%	-9.6%	-19.3%	-10.9%	1.0%	2.7	-12.3%	15.8%	-10.8%
O=C(c1cncc(Br)c1)N1CCc2ccccc2C1	-6.8%	-0.6%	-11.8%	8.0%[57.1 µM]	-0.4%	5.0	8.5%[57.1 µM]	18.7%	4.1%
COc1ccc(-c2ccc(SCC(=O)c3ccc(F)cc3)nn2)cc1OC	13.9%	i	-19.9%	1.4%[57.1 µM]	5.1%	0.7	-20.2%[57.1 µM]	13.8%	-2.0%
Cc1cc(C)n(CCCNC(=O)C2CCC(=O)N(CCc3ccc(Cl)cc3)C2)n1 (centres undefined)	3.8%	1.7%	-1.5%	-2.9%	-11.0%	-24.0	-4.1%	30.4%	3.9%
CCOC(=O)Cc1csc(NC(=O)c2ccc([N+](=O)[O-])cc2[N+](=O)[O-])n1	-6.2%	i	-9.4%	4.2%[57.1 µM]	7.7%	1.5	-5.2%[57.1 µM]	26.9%	-1.3%
Cc1ccccc1S(=O)(=O)N1[C@@H](c2ccccc2)C(C(=O)O)=CC[C@H]1c1ccc(Cl)cc1	-0.7%	-16.3%	-26.6%	18.5%[57.1 µM]	-8.7%	1.2	-1.5%	46.3%[activator]	45.0%[activator]
CCCCn1cc(S(=O)(=O)c2ccc(C)c(C)c2)c(=O)c2cc(F)c(N3CCCC(C)C3)cc21 (centres undefined)	-0.4%	-6.6%	-12.6%	32.2%	1.2%	-2.0	13.3%	18.6%	0.8%
Cc1ccccc1CSCC(=O)N1CCN(c2ccccc2)CC1	0.8%	-12.1%	-5.6%	2.1%	2.3%	-3.7	0.1%	25.3%	23.9%
COC(=O)Cc1ccc(NC(=S)N2CCN(c3cccc(O)c3)CC2)cc1	49.3%[activator]	-0.1%	-7.8%	-13.8%	2.4%	3.3	-9.9%	-4.6%	51.8%[activator]
Following part:
SMILES	Pin1 inhibitor	PGK inhibitor	USP1 inh	TrxR1 inh	IDH1 R132H inh	PI4K2A block	TrxR1 substrate	HP1b binding inh	GLS inhibitor
COc1cc(C=O)ccc1Oc1ccc(S(=O)(=O)N2CCOCC2)cc1[N+](=O)[O-]	5.2%	6.3%	-14.2%	4.2%[57.1 µM]	0.0%	1.2	8.5%[57.1 µM]	-5.3%	-7.8%
CC(SC1=NS(=O)(=O)c2ccccc21)C(=O)O (centres undefined)	-0.9%	.	.	2.4%	.	.	5.4%	?	.
CC(C)c1ccc(CNc2nnnn2C)cc1	1.8%	-7.4%	-18.1%	23.1%	17.4%	-4.9	10.0%[2.29 µM]	73.9%[activator]	-6.6%
Cc1ccc(SCCSc2ncccn2)cc1	5.2%	i	-15.4%	5.6%[57.1 µM]	6.2%	1.5	-2.4%[57.1 µM]	223.4%[activator]	-1.3%
CCc1ccccc1NC(=O)[C@@H]1CCC(=O)N1C1OC(=O)c2c1ccc(OC)c2OC (some centres undefined)	1.5%	-0.8%	-12.3%	15.2%[57.1 µM]	18.8%	-4.6	14.1%	47.4%[activator]	-6.7%
Cc1cccc(NC(=O)NC(=O)c2ccccc2)n1	-3.6%	-3.0%	-17.5%	-2.2%[57.1 µM]	7.1%	-3.0	-4.7%	3.5%	6.3%
COc1ccc(/C=N/n2cnnc2)cc1Cn1nc(C)c([N+](=O)[O-])c1C	8.7%	.	-23.2%	24.7%	-3.9%	-1.1	4.0%	48.3%[activator]	4.1%
COc1ccc(NC(=O)CN(C)C(=O)c2cccc(S(=O)(=O)N3CCN(c4ccccc4)CC3)c2)cc1	1.4%	9.0%	-2.9%	-9.8%	-3.4%	-0.2	-2.3%[57.1 µM]	13.9%	1.5%
O=S1(=O)C[C@@H](N2CCN(c3ccccn3)CC2)[C@H](COCc2ccccc2)N1	.	-1.0%	-21.1%	.	1.5%	1.7	.	.	0.8%
Cc1ccc(-c2nnc(Nc3ccc4c(c3)OCO4)c3ccccc23)cc1S(N)(=O)=O	1.2%	i	-18.3%	-9.1%[57.1 µM]	6.5%	1.0	5.7%[57.1 µM]	2.7%	?
CCOC(=O)CCc1c(C)c2ccc(OC(C)C(=O)OCC)c(C)c2oc1=O (centres undefined)	2.1%	-5.7%	-14.1%	13.0%[57.1 µM]	1.1%	-4.0	101.8%[activator][57.1 µM]	74.5%	1.6%
COC(=O)[C@@H](NC(=O)NCc1ccccc1F)C(C)C	9.1%	7.0%	-7.2%	15.7%	0.8%	0.5	12.1%	14.2%	0.6%
CC(=O)NCCC(=O)Nc1cc(S(=O)(=O)N2CCOCC2)ccc1N1CCOCC1	0.9%	-0.9%	-22.0%	22.3%[57.1 µM]	2.4%	3.2	9.6%[57.1 µM]	17.2%	0.0%
C=CCn1cc(/C=C/c2cc[n+](C)cc2)c2ccccc21	?	-5.3%	31.6µM*	-24.9%	13.6%	1.1	-21.9%	-5.1%	3.6%
O=C(NCC1CCCCC1)c1cccc(-c2ccc(O)cc2)c1	-8.9%	-3.9%	-11.0%	20.5%	-1.2%	14.9	2.2%	35.7%	12.4%

This is a subset; rates above refer to the full screens.
